RSV antiviral HEp-2 – RSV antiviral activity via CPE protection, HEp-2 cells, primary 10 µM value included (AID 2391); one-dose CPE inhibition, % at 10 µM; IC50 in µM for titrated hits; HEp-2 cells, RSV-induced CPE inhibition; higher % means a stronger effect; 310,000 compounds, 0.13% hits; in the data active = a potency from the dose series; inconclusive = CPE inhibition mostly from about 23% at the one dose, without a potency; inactive = the rest, 99 in 100 with CPE inhibition below about 21%; note: strong numbers were not always called active
HIV peptide binding – inhibitors of HIV fusion peptide binding, primary screen, biochemical, uHTS, fluorescence dequenching (AID 1986) | cell-free peptide binding, fluorescence dequenching, 30 min; higher % means a stronger effect | inhibition, % at 20 µM, or IC50 in µM where a hit was titrated | 290,000 compounds, 0.3% hits; in the data active = inhibition mostly above about 52%, no sharp cut-off; inactive = mostly below about 76%; note: some results filed as inactive read as strong as hits
XIAP antagonists – XIAP antagonists, biochemical, IAP family, fluorescence polarization (AID 1018). E3 ubiquitin-protein ligase XIAP (Homo sapiens). XIAP BIR domain, fluorescence polarization peptide displacement; higher % means a stronger effect. one-dose displacement, % at 20 µM; IC50 in µM for titrated hits. 200,000 compounds, 0.007% hits; in the data active = displacement above about 50%; note: a part of the inactive calls stands beside numbers as strong as those of hits
Dengue-2 NS5 capping – Dengue-2 NS5 methyltransferase inhibitors, primary screen, biochemical, confirmation dose response (AID 588689); inhibition, % at 25 µM; hits with a dose series show IC50 in µM; 340,000 compounds, 0.3% hits; Dengue-2 NS5 methyltransferase capping enzyme assay, biochemical; higher % means a stronger effect; Genome polyprotein (Dengue virus type 2 (strain 16681-PDK53)); in the data active = a potency from the dose series; inconclusive = inhibition above about 29% without an active follow-up result
LYP inhibition – inhibitors of LYP phosphatase, biochemical, fluorescence intensity, uHTS (AID 1779); Tyrosine-protein phosphatase non-receptor type 22 (Homo sapiens); recombinant LYP phosphatase, fluorescence intensity; higher % means a stronger effect; one-dose inhibition, % at 11.5 µM; IC50 in µM for titrated hits; 290,000 compounds, 0.054% hits; in the data active = inhibition above about 50%;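 note: plate controls were vehicle with enzyme for no effect and no enzyme for full effect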
MgcRacGAP inhibition – MgcRacGAP GTPase-activating activity inhibitors, confirmation, biochemical, ADP Hunter fluorescence; 340,000 compounds, 0.6% hits; MgcRacGAP-stimulated Rac1 GTP hydrolysis, ADP Hunter fluorescence; higher % means a stronger effect; GST-tagged Rac1 F28L mutant substrate; AID 624330, 2012; Rac GTPase-activating protein 1 (Homo sapiens); inhibition, % at 30 µM; hits with a dose series show IC50 in µM;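 active = first-screen hits whose inhibition reached a set limit at any dose in the follow-up dose series; inconclusive = inhibition above the set first-screen limit but never retested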;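 note: fluorescence reports GDP produced by GAP-driven GTP hydrolysis; strong numbers were not always called active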
SV40 large T antigen – SV40 large T antigen inhibitors, biochemical (AID 1903); SV40 large T antigen ATPase/helicase inhibition assay; higher % means a stronger effect; 310,000 compounds, 0.39% hits; inhibition, % at 20 µM, or IC50 in µM where a hit was titrated; in the data active = a potency from the dose series; inconclusive = inhibition mostly from about 32% at the one dose, without a potency; inactive = the rest, 99 in 100 with inhibition below about 32%; note: strong numbers were not always called active
AID2073 – inhibitors of Mint1-CaV2.2 protein interaction, biochemical, HTRF (AID 2073); inhibition, % at 20 µM; hits with a dose series show IC50 in µM; 290,000 compounds, 0.19% hits; HTRF protein-protein interaction, Mint1-CaV2.2; higher % means a stronger effect; in the data active = inhibition mostly above about 51%, no sharp cut-off; inconclusive = no clear call, values can overlap the other calls; inactive = mostly below about 53%; note: some results filed as inactive read as strong as hits
SIAH1 antagonists – Siah-1 peptide-binding antagonists, primary screen, biochemical, fluorescence polarization, rhodamine-plectin, uHTS (AID 1817) | E3 ubiquitin-protein ligase SIAH1 (Homo sapiens) | Siah-1 / rhodamine-plectin peptide fluorescence polarization; higher % means a stronger effect | one-dose displacement, % at 20 µM; IC50 in µM for titrated hits | 290,000 compounds, 0.02% hits;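 active = displacement of at least 50% at 20 µM, with a fluorescence ratio check between 0.3 and a set limit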;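 note: plate controls were Siah plus tracer with DMSO for no effect and tracer alone without Siah for full effect; strong numbers were not always called active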
Dengue-2 NS5 capping pilot replicate – also measured in Dengue-2 NS5 capping; calls as there; inhibition, %; measured here: pilot screen replicate inhibition
An asterisk follows results filed as active; u = inconclusive; x = not tested or not shown.

SMILES	RSV antiviral HEp-2	HIV peptide binding	XIAP antagonists	Dengue-2 NS5 capping	LYP inhibition	MgcRacGAP inhibition	SV40 large T antigen	AID2073	SIAH1 antagonists	others
COc1ccc(N=C2NC(=O)/C(=C/C=C/c3ccccc3)S2)cc1	2.0%	1.2%	x	5%	-1%	5%	17%	18%	20%
COC(=O)Cc1ccc(NC(=S)NNC(=O)C2CC2)cc1	1.3%	-0.1%	x	-2%	0%	11%	18%	-13%	1%
Nc1c(N2CCCC2)c2ccccc2oc1=O	3.1%	-1.6%	-3.0%	x	-4%	x	20%	-6%	-6%
NC(=O)C1(N2CCCCC2)CCN(CC(=O)Nc2ccccc2-c2ccccc2)CC1	-1.3%	-2.1%	-6.5%	1%	-2%	2%	-1%	-8%	-1%
CCCCN1CC(C(=O)NC2CCCCC2)CC1=O (stereo not drawn)	0.3%	1.0%	-2.8%	4%	-4%	13%	1%	46%	-4%
COc1ccc(Cl)c2sc(N3CCN(C(=O)c4ccco4)CC3)nc12	9.6%	x	x	-4%	x	3%	11%	x	x
O=C(Nc1ccc2c(c1)CCC2)c1ccc(Br)o1	6.8%	-1.6%	-9.4%	-1%	-6%	12%	1%	40%	1%
Cc1ccc2oc(-c3cccc(NC(=O)c4ccc(Br)o4)c3C)nc2c1	3.3%	-0.8%	-7.9%	-1%	-8%	11%	11%	2%	1%
CC1CCCCN1CC(=O)NC(c1ccccc1)c1ccccc1 (stereo not drawn)	0.7%	0.9%	-7.8%	-2%	-7%	u	x	1%	3%
CN1CCN(Cc2ccc(OCc3ccccc3)cc2)CC1	-1.9%	1.6%	-0.6%	-6%	-9%	7%	22%	-9%	4%
CCN(C(C)=O)c1ccc(Oc2nc(OC)cc(OC)n2)cc1	0.5%	-0.1%	-12%	-2%	-10%	2%	12%	-6%	-1%
Cc1ccc2cc3c(nc2c1)N(Cc1ccco1)CC3	22%	1.8%	2.1%	-4%	-4%	3%	8%	15%	-2%
Cc1ccc(C(=O)Nc2ccccc2Oc2ccccc2)cc1[N+](=O)[O-]	11%	-0.8%	-4.1%	-5%	2%	6%	4%	-11%	7%
CCc1c(C)sc(NC(=O)Cn2nc(C)c([N+](=O)[O-])c2C)c1C(N)=O	2.2%	-0.2%	-6.1%	20%	-5%	12%	0%	28%	6%
COc1ccc(C(C)N2CC34C=CC(O3)C(C(=O)OCC(C)C)C4C2=O)cc1 (stereo not drawn)	x	1.9%	0.6%	x	-11%	x	6%	-2%	2%
COc1cccc(C2=NOC(C(=O)NCc3cccnc3)C2)c1 (stereo not drawn)	0.6%	0.8%	x	-1%	-4%	4%	3%	-2%	0%
N#Cc1c(N)nc2c3c(sc(=N)c2c1N)NC(=O)CC3c1c(F)cccc1Cl (stereo not drawn)	2.4%	-1.5%	-3.7%	-5%	-7%	6%	1%	5%	-9%
O=C1CCC(=O)N1c1ccc(NCc2ccccc2Cl)c([N+](=O)[O-])c1	0.6%	-1.2%	-6.0%	-4%	-4%	8%	5%	-4%	0%
COc1ccc(OC)c(S(=O)(=O)n2ccnc2C)c1	0.1%	-1.2%	-22%	-6%	-6%	7%	3%	-1%	3%
c1ccc(-n2nc3ccccc3n2)cc1	1.0%	3.0%	-1.3%	3%	-9%	1%	1%	-7%	4%
CCn1c2ccccc2c2cc(NC(=O)CSc3nnc(-c4cccc(OC)c4)n3N)ccc21	16%	-2.2%	-1.0%	-3%	7%	5%	29%	7%	1%	Dengue-2 NS5 capping pilot replicate=1.2
O=C(c1ccco1)N1CCN(C2CC(=O)N(c3ccc4c(c3)OCO4)C2=O)CC1 (stereo not drawn)	2.0%	1.4%	-3.2%	-3%	-14%	3%	2%	5%	-4%	Dengue-2 NS5 capping pilot replicate=4.0
CC[n+]1c(/C=C/C=C/N(C(C)=O)c2ccccc2)sc2cc(OC)ccc21	14%	35%	-14%	x	-10%	x	u	3%	-3%
CC(=O)C1=C(c2ccccc2)NC(=O)NC1c1ccc2c(c1)OCO2 (stereo not drawn)	1.1%	-1.1%	x	-4%	-2%	-7%	2%	1%	3%
Cc1ccc(-n2nc3c(c2NC(=O)CC(C)C)CS(=O)(=O)C3)cc1	0.8%	0.5%	x	-7%	-12%	7%	6%	8%	8%
CCOC(=O)c1c(NC(=O)CSc2nc3cc(Cl)ccc3s2)sc(C(C)=O)c1C	3.7%	9.8%	1.2%	x	-1%	x	7%	8%	4%
COc1ccc(C2=NN(C(=O)COc3ncnc4ccccc34)C(c3ccco3)C2)cc1 (stereo not drawn)	7.3%	1.2%	-4.8%	1%	9%	3%	4%	15%	-1%
CC1CCCC(C)N1C(=O)CN1CCN(c2nc(-c3ccc(F)cc3)cs2)CC1 (stereo not drawn)	-2.6%	-3.4%	-13%	5%	10%	10%	1%	-21%	-4%
O=C(COC(=O)COc1ccccc1[N+](=O)[O-])Nc1cccc(Br)c1	0.7%	1.6%	-5.4%	-7%	-2%	10%	-11%	3%	13%
O=C(Cn1c(=O)oc2ccccc21)NC(=O)NCc1ccccc1	3.0%	1.6%	-0.3%	4%	-4%	17%	2%	-7%	4%

Molecules shown so far containing a thiophene ring, fused or not, in the order listed:
SMILES	RSV antiviral HEp-2	HIV peptide binding	XIAP antagonists	Dengue-2 NS5 capping	LYP inhibition	MgcRacGAP inhibition	SV40 large T antigen	AID2073	SIAH1 antagonists	others
CCc1c(C)sc(NC(=O)Cn2nc(C)c([N+](=O)[O-])c2C)c1C(N)=O	2.2%	-0.2%	-6.1%	20%	-5%	12%	0%	28%	6%
CCOC(=O)c1c(NC(=O)CSc2nc3cc(Cl)ccc3s2)sc(C(C)=O)c1C	3.7%	9.8%	1.2%	x	-1%	x	7%	8%	4%

(listing goes on)
SMILES	RSV antiviral HEp-2	HIV peptide binding	XIAP antagonists	Dengue-2 NS5 capping	LYP inhibition	MgcRacGAP inhibition	SV40 large T antigen	AID2073	SIAH1 antagonists	others
CSCCC(NS(=O)(=O)c1ccc(C)cc1)C(=O)N1CCN(C(C)=O)CC1 (stereo not drawn)	-1.9%	x	x	-10%	x	13%	11%	x	x
CCOc1cccc2c1OC1(C)CC2NC(=O)N1Cc1ccccc1 (stereo not drawn)	x	0.8%	-1.5%	2%	-6%	7%	2%	17%	10%
COc1ccc(C(CNC(=O)C(C)Oc2ccc(Br)cc2)N2CCCC2)cc1 (stereo not drawn)	-2.4%	x	x	0%	x	10%	8%	x	x
COCCCN(Cc1ccco1)C(=O)Cn1ncc2c(=O)oc3ccc(C)cc3c21	1.3%	-0.2%	x	2%	-10%	-9%	56%	-2%	9%
CCCCC(=O)NCc1ccc(Cl)cc1	1.0%	-0.4%	-2.3%	-10%	-3%	11%	0%	-11%	7%
CC(=O)N(/N=C/c1cccc(C)c1)c1nc(-c2ccc(Br)cc2)cs1	0.6%	-4.7%	-1.3%	0%	-6%	5%	15%	1%	-3%
CNC(=O)c1ccc(N(Cc2ccccc2C)S(C)(=O)=O)cc1	3.6%	0.6%	-5.1%	-2%	-14%	-2%	-2%	0%	-3%
O=C(CSc1nccc(=O)[nH]1)c1ccco1	-0.9%	5.8%	-5.2%	-2%	2%	-1%	2%	-2%	-4%
Cc1cc(NC(=O)Cn2c(=O)n(Cc3ccccc3)c(=O)c3ccccc32)no1	0.4%	-4.4%	-6.6%	-1%	-7%	-3%	21%	2%	-5%	Dengue-2 NS5 capping pilot replicate=4.5
Oc1ccc2ccccc2c1CNn1cnnc1	2.6%	1.7%	-4.2%	-3%	-2%	3%	13%	6%	-2%
Cc1cc(C)nc(NC(=O)/C=C/c2ccc(Cl)cc2Cl)c1	0.7%	-0.1%	-8.1%	2%	-4%	-1%	-8%	13%	-2%
Fc1ccccc1-c1nc2ccccc2[nH]1	0.8%	-0.4%	-7.0%	-10%	-2%	6%	30%	-8%	2%
COc1cc(/C=C/c2nnc3c4ccccc4ncn23)cc(OC)c1OC	3.5%	-2.6%	-7.4%	-9%	-3%	6%	-3%	8%	-5%
O=C(CN1CCCC1)Nc1ccccc1Cl	0.2%	2.2%	-7.3%	-7%	-9%	-1%	21%	5%	-2%	Dengue-2 NS5 capping pilot replicate=4.4
CC(C)(C)c1ccc(-c2nnc(N)o2)cc1	2.6%	-0.4%	x	-2%	-7%	6%	8%	4%	3%
CCN(CC)c1ccc(/C=N/NC(=O)c2ccc([N+](=O)[O-])cc2)cc1	2.9%	-7.3%	-4.3%	x	-4%	7%	10%	22%	-6%
COc1ccc(CCC(C(O)C(F)(F)F)S(=O)c2ccccc2)cc1 (stereo not drawn)	4.7%	1.4%	-1.1%	-3%	-3%	10%	1%	-25%	-1%
COc1ccc(-n2c(Cc3cccn3C)nnc2SCC(=O)Nc2ccc3c(c2)OCO3)cc1	-0.7%	5.3%	-6.9%	-11%	-1%	-2%	5%	7%	0%
COCCN1C2=C(COC(C)(C)C2)C(=S)NC1c1ccccc1 (stereo not drawn)	1.6%	0.7%	x	-5%	-5%	10%	12%	-17%	18%
CC(NC(=O)C(=O)NCCN1CCN(C(=O)c2ccccc2Br)CC1)c1ccccc1 (stereo not drawn)	1.2%	0.5%	x	-6%	-3%	14%	12%	12%	-2%
Cc1ccc(-n2nc(C)c(=O)c(-c3ccccc3)c2NC(=O)C(C)C)cc1	1.8%	-0.8%	x	x	-3%	x	11%	6%	19%
CCOC(=O)Cn1nnnc1CN1CCN(c2ccc(OC)cc2)CC1	0.2%	-1.6%	-4.4%	0%	-8%	15%	28%	5%	1%
OCc1nc2ccccc2n1CCOc1ccccc1	2.9%	x	x	-5%	x	-5%	9%	x	x
S=c1sc2c(N3CCOCC3)ncnc2n1-c1ccccc1	-0.4%	-1.6%	-9.1%	-1%	-4%	5%	2%	-12%	-2%
Cc1cc(C)cc(OCC(O)CN2CCN(Cc3ccc4c(c3)OCO4)CC2)c1 (stereo not drawn)	0.2%	-0.2%	-5.3%	7%	-8%	0%	0%	-2%	-4%
Cc1cc(C(F)(F)F)nn1CC(=O)N1CCOCC1	-0.5%	1.1%	-2.3%	-2%	-4%	6%	10%	11%	-5%
COc1ccc(CN(C(=O)c2cc(=O)c3ccccc3o2)C2CCS(=O)(=O)C2)cc1OC (stereo not drawn)	0.5%	-0.2%	x	-2%	-12%	2%	4%	-5%	5%
Cc1ccc(-n2c(-c3ccc(Cl)cc3)n[nH]c2=S)cc1	1.7%	-0.8%	x	-11%	-4%	10%	1%	-2%	-1%	Dengue-2 NS5 capping pilot replicate=-7.0
COC(=O)c1cc(-c2ccccc2)n[nH]1	1.4%	1.0%	1.0%	0%	1%	3%	11%	2%	1%
O=C(CSc1nnc(-c2ccncc2)n1C1CCCCC1)Nc1cccc(O)c1	0.4%	7.4%	-2.0%	0%	-3%	9%	3%	14%	0%
